Source: PubChem BioAssay
CHO-K1 Ca antag = counter-screen for M1 antagonists: effect in parental CHO-K1 cells. 0.6% of 360,000 active. inhibition, % at 3 µM. AID 602250. ATP-induced calcium, Fluo-8 fluorescence;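 active = inhibition above a per-plate cutoff, the plate's mean sample inhibition plus 3 SD, cut at about 24% in these data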;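 also: 0% = DMSO plus EC80 ATP and 100% = DMSO alone without ATP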
OXTR potentiator = human OXTR potentiation. P30559. CHO-OTR cells, Fluo-8 calcium fluorescence, potentiator mode; 0% = oxytocin EC15, 100% = EC100. activation, % at 3 µM. 0.061% of 320,000 active;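 active = activation above that plate's cutoff, the mean activation of tested compounds plus 3 SD, cut at about 6.6% in these data, passing the limit was not always enough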;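 also: 100% uses oxytocin at 75 nM as the full agonist control; some results filed as inactive read as strong as hits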
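Measured by – Fluo-8 calcium dye fluorescence · Test system – human OTR in CHO cells · Dosing – one concentration, 3.0 µM compound · Controls – EC15 oxytocin alone as 0%, 75 nM oxytocin as 100% · Evaluation – normalized max/min fluorescence ratio, % activation · Timing – 6 min pre-incubation, 100 s read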
M1 ag = agonists of human M1 muscarinic receptor; AID 588814; activation, % at 3 µM; CHO-K1 hM1, Fluo-8 calcium fluorescence, agonist mode; 0% DMSO, 100% acetylcholine EC100; P11229; 0.33% of 360,000 active;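 active = activation above the run's mean compound activation plus 3 SD, cut at about 16% in these data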;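 also: peak over basal fluorescence ratio within a 140 s kinetic read after compound addition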
V1R ag counter = V1a receptor agonism, counter-screen for OXTR agonists; P37288; 0.25% of 320,000 active; AID 2797; activation, % at 3 µM; CHO-V1R cells, Fluo-8 calcium fluorescence, agonist mode; 0% DMSO, 100% 3 nM vasopressin;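 active = activation above the mean activation of all tested compounds plus 3 SD, per screening run, cut at about 20% in these data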;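 also: signal is peak over basal fluorescence ratio across a 100 second FLIPR read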
Target sequence (P37288 whole entry, looked up): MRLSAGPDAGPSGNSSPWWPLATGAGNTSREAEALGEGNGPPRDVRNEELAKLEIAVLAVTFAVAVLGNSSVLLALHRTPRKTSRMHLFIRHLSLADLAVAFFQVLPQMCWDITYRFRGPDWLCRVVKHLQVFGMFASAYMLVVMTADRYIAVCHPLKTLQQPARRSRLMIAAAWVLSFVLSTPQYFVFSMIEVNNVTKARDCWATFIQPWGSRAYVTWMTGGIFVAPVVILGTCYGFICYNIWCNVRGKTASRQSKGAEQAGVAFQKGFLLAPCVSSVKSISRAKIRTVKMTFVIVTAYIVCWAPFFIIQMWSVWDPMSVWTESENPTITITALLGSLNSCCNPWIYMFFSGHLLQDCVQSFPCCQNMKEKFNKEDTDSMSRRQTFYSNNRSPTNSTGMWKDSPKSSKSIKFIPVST
M1 PAM parental = nonselective activator or artifact in parental CHO-K1 calcium assay | AID 602247 | ATP EC20, Fluo-8 calcium fluorescence; 0% at ATP EC20, 100% at ATP max | 0.02% of 360,000 active | activation, % at 3 µM;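 active = activation above the run cutoff, the mean activation of all test compounds plus 3 SD, cut at about 40% in these data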;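 also: peak over basal fluorescence ratio in a 140 s read after ATP addition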
TAAR1 agonist = agonists of human TAAR1 | CHO RD-HGA16 TAAR1, Fluo-8 calcium fluorescence; vehicle wells 0%, saturating PEA agonist 100% | activation, % at 3 µM | AID 624467 | Q96RJ0 | 0.99% of 360,000 active;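 active = activation above the mean activation of all test compounds in the run plus 3 SD, cut at about 38% in these data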
Target sequence (Q96RJ0 whole entry, looked up): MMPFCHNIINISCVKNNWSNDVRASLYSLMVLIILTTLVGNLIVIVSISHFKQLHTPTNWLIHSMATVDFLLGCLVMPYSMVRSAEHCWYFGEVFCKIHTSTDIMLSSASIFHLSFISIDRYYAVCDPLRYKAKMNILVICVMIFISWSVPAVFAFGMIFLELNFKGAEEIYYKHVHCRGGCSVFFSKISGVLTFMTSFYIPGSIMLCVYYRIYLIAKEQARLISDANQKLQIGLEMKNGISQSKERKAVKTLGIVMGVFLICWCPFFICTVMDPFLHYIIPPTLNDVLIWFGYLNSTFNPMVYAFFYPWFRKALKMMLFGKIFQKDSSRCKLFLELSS
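Repeats: no replicates (n 1) | Material: CHO-derived RD-HGA16 cells with stable Gα16 and human TAAR1 | Technique: Kinetic Fluo-8 calcium fluorescence | Schedule: 17-24 h seeding, 75 min 37 °C dye, 30 min RT | Evaluation: % activation from peak over basal fluorescence ratio, DMSO-to-PEA scaled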
TAAR1 antagonist = human TAAR1 antagonism; 1.5% of 360,000 active; CHO RD-HGA16 TAAR1, Fluo-8 calcium fluorescence, antagonist; AID 624466; Q96RJ0; inhibition, % at 3 µM;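 active = inhibition above a per-plate cutoff, the mean inhibition of test compounds on that plate plus 3 SD, cut at about 49% in these data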;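 also: 0% = DMSO plus EC80 beta-PEA response and 100% = DMSO alone without agonist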
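Test system: hTAAR1-expressing CHO RD-HGA16 cells, Gα16-coupled; Probe or stimulus: EC80 β-phenethylamine stimulus; Compound dosing: single nominal final test compound concentration of 3 µM; Timing: 140 s kinetic read after compound, 140 s after agonist; Signal: Fluo-8 calcium-sensitive fluorescence; Measure: % inhibition of agonist calcium response; Controls: DMSO and EC80 PEA controls.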
CHO parental Ca = counter-screen: ATP calcium response change in parental CHO cells; AID 463079; parental CHO-K1, ATP-induced calcium, Fluo-8 fluorescence; 0.63% of 330,000 active; inhibition, % at 5.6 µM;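 active = inhibition above that plate's mean sample inhibition plus 3 SD, cut at about 26% in these data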;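 also: 0% = ATP-challenged DMSO wells and 100% = DMSO wells without ATP; some compounds past the cut are filed as inactive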
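Test system: parental CHO cells; detection: calcium-sensitive Fluo-8 fluorescence; evaluation: percent inhibition of calcium signal; also added: ATP as calcium-mobilizing challenge; repeats: one well per compound; control set: ATP-challenged DMSO wells low, unchallenged DMSO wells high; compound: single nominal dose of 5.6 µM per compound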
CHO-K1 Ca ag = M1 agonist counterscreen hit in parental CHO-K1 cells; Fluo-8 calcium fluorescence; scaled to maximal ATP response, vehicle zero; activation, % at 3 µM; 0.48% of 360,000 active; AID 602248; in the data active = activation above about 15%;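 also: untransfected CHO-K1 host cells lacking M1 receptor as counterscreen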
* hit, by the source's call; nt = not tested or not shown. Hits appear at their usual frequency; 3.3% or so of the library scored in one or more.

molecule	TAAR1 agonist	CHO-K1 Ca ag	OXTR potentiator	M1 ag	TAAR1 antagonist	CHO-K1 Ca antag	M1 PAM parental	V1R ag counter	CHO parental Ca
COc1ccc(C(=O)C(CN2CCOCC2)c2ccccc2)cc1F (centres undefined)	4	0.8	nt	-4	-8	-8	24	nt	nt
O=C(CCC(=O)c1cccs1)Nc1ncccc1O	2	0.4	-8	-3	-8	-1	-2	-0.2	7
COc1ccc(C(=O)NCCc2ccc(C)cc2)cc1OC1CCN(C(C)=O)CC1	2	2.3	-6	0	-15	2	-5	1.1	-16
CN1CCN(NC(=O)CC(C)(C)C)CC1	2	0.4	-1	-4	-14	-11	3	0.5	-11
CCOC(=O)c1cc(-c2ccncc2)nc2c1c(C)nn2C	2	0.3	-2	-4	-30	-11	5	0.5	-15
Cc1scc(C(=O)NNC(=S)NCC2CCCO2)c1C (centres undefined)	4	0.1	-11	-2	12	-4	6	-0.5	4
O=C(Nc1cccc([N+](=O)[O-])c1)N1CCCCCC1	0	0.0	-15	-2	-5	-1	-7	-0.1	10
COc1ccc(CN(C)C(=O)c2ccc(NS(=O)(=O)c3ccccc3)cc2)c(OC)c1	3	0.6	-15	1	-7	-4	-16	1.3	-11
O=C(CCc1nc2ccccc2c(=O)[nH]1)OCC(=O)N1CCN(S(=O)(=O)c2ccccc2)CC1	6	0.3	-9	-6	7	5	-5	0.1	3
Cc1cccc(/C(N)=N/OC(=O)COc2ccc(Cl)cc2)c1	1	-0.2	1	0	19	3	-8	0.6	-10
CC1(C)CC(=O)C=C(c2ccc(-c3cccc(C(N)=O)c3)cc2)C1=O	6	2.9	nt	1	24	-2	13	nt	nt
O=C(/C=C/c1ccccc1)/C=C/c1ccccc1	0	-0.9	-5	-6	8	8	-11	0.4	-20
N#CC(C(=O)NCc1ccco1)c1nc2ccccc2nc1N1CCOCC1 (centres undefined)	4	1.1	-5	-4	14	-5	2	0.1	-23
C/C(CC(=O)NC1CCCCC1)=N\NC(=O)c1ccc(Br)cc1	-2	-0.7	-6	-3	7	-9	7	0.3	-19
COc1ccc(/C(N)=N/OC(=O)C2CCCCC2)cc1OC	8	0.2	-10	-4	-34	-6	15	0.1	-15
C=CCn1c(CSc2nnc(-c3ccccc3)n2C)n[nH]c1=S	4	0.5	2	-6	-21	-3	3	0.9	-9
Cc1sc(NC(=O)c2ccco2)c(CN2CCN(c3ccc(F)cc3)CC2)c1C	-2	0.7	-5	-4	15	-7	21	-0.5	-5
COc1ccc([N+](=O)[O-])cc1N(CC(O)CN1CCCCC1)S(=O)(=O)c1ccccc1 (centres undefined)	0	-0.9	1	-13	-4	13	0	1.1	-25
COc1ccc(N2CC(C(=O)N[C@@H](C)C(=O)NC3CCCC3)CC2=O)cc1 (some centres undefined)	3	0.0	-7	-1	-4	-9	-2	0.2	-17
COc1cc(NC(=O)CN2C(=O)c3ccccc3C2=O)c(C(=O)O)cc1OC	3	-0.2	-7	1	-8	2	-6	0.9	-4
COc1ccc(NC(=O)N2CCN(c3nc4ccccc4n3C(C)C)CC2)cc1	0	0.8	-8	-6	-9	-13	8	-0.2	-17
CC(=O)c1cnc(SCCN2C(=O)c3ccccc3C2=O)nc1C	7	0.8	-6	-4	-20	4	5	-0.4	3
CCc1ccc(NC(=O)N[C@H](C(=O)O)C(C)CC)cc1 (some centres undefined)	0	0.1	-5	-1	-16	0	-17	1.1	0
Cc1cc2oc(=O)cc(CN3CCOCC3)c2cc1O	2	2.2	-14	-4	-9	-11	-10	0.2	6
Cc1ccc(C(=O)/C=C/C(=O)c2ccc(C)cc2)cc1	2	0.0	-6	-1	2	-3	11	-0.5	11
Cc1cccc(-c2nnnn2-c2cccc(C)c2)c1	3	-0.3	-2	-13	10	14	-13	-0.8	2
COc1ccc(Nc2nc(C)cc(=O)[nH]2)c(OC)c1	8	-0.1	0	-3	-23	-6	3	-0.7	7
COc1ccc(C(=O)CC2OC(=O)c3ccccc32)cc1OC (centres undefined)	5	0.9	-12	2	7	-2	12	1.6	-8
CCO[C@@H]1OC(C(=O)Nc2ccccc2)=C[C@H](c2ccc(Br)cc2)[C@H]1CCCO	9	1.6	-10	-9	28	-11	8	2.4	-16
COc1ccccc1NC(=O)c1ccc(NC(=O)CSc2ncccn2)cc1	1	1.8	7	-5	-15	-19	-8	1.6	-5
C=CCNc1ncnc2c1ncn2[C@H]1CN(Cc2ccco2)C[C@@H](CO)O1	2	0.6	nt	-5	-9	-2	10	nt	nt
COc1ccc(C)cc1-n1nc2ccccc2n1	1	-0.3	-6	-6	2	-2	16	-1.6	-5
CCc1cccc(CC)c1NC(=S)Nc1cccc(Cl)c1Cl	-2	4.8	-6	-4	-34	2	2	-0.8	2
CCN(CC)S(=O)(=O)c1cccc(C(=O)NC(C(=O)Nc2nnc(C)s2)C(C)C)c1 (centres undefined)	1	-0.1	-7	-5	-9	-12	2	-0.5	-18
CCCN(CC(=O)Nc1cc(Cl)ccc1Cl)C(=O)c1ccc(N2CCCC2=O)cc1	12	6.5	-7	-2	3	-3	9	1.7	-19
Cc1cc(C)c(C#N)c(SCC(=O)Nc2ccc3c(c2)OCO3)n1	4	0.3	-12	-4	-2	-6	18	0.0	-12
Cc1ccc(C(=O)NCc2ccccn2)cc1S(=O)(=O)N1CCCCC1	0	1.3	-2	-6	-16	-2	1	0.1	-17
CC(O/N=C(\N)c1ccccc1)C(=O)Nc1cccc(C(F)(F)F)c1 (centres undefined)	7	6.0	-6	-3	-15	-4	5	3.2	6
O=Cc1cn(CCOc2ccccc2)c2ccccc12	1	1.6	-4	1	-5	-10	-14	3.0	2
CCn1nnc(NC(=O)c2cccnc2Cl)n1	13	0.1	-2	0	11	2	6	1.4	-8
COc1ccc(OCC(=O)NNC(=O)Cn2c(=O)cnc3ccccc32)cc1	1	0.4	nt	2	11	8	-17	nt	nt
Cc1ccc(Nc2ncnc3nc[nH]c23)cc1Cl	-1	0.9	-7	0	-18	12	9	1.2	5
CC1CCCCN1CC(=O)Nc1ccc2c(c1)OC(F)(F)O2 (centres undefined)	13	-0.5	-5	-9	-4	8	-8	0.6	-13
C#CCSc1nnc(-c2cc3c(C(F)(F)F)nn(C)c3s2)n1C	15	1.1	-15	-3	-16	-8	15	-0.1	-9
CCOc1ccc(Cl)cc1S(=O)(=O)n1cnc2cc(C)c(C)cc21	14	0.5	2	-5	-10	-7	17	-0.3	-15
CC(=O)Nc1ccccc1Oc1ccccc1	7	6.9	-4	-2	1	-12	21	0.0	-5
C=CCN1CCS(=O)(=O)N(Cc2ccccc2)[C@@H](C(C)C)C1=O	0	0.5	nt	-3	-14	6	1	nt	-16
CN(C)CCCNCC(=O)c1c(-c2ccccc2)n(C)c2ccccc12	0	-0.9	-13	-9	-19	-8	4	-1.6	-30
O=C(NNC(=O)C12CC3CC(CC(C3)C1)C2)c1ccncc1	1	0.4	-7	-4	-4	-8	13	0.6	-15
CN(C)c1ccc(/C=N\Nc2ccccn2)cc1	0	0.1	-2	-7	1	-4	7	-0.3	-6
Cc1ccccc1C(=O)Nc1ccc2c(c1)OCCO2	1	0.7	nt	-4	-1	-1	12	nt	nt
O=C(COC(=O)C1CC1)Nc1ccc(Cl)cn1	12	0.7	-3	0	0	-2	0	1.1	-2
O=c1c(-c2nc3ccccc3s2)cccn1Cc1ccc(Cl)cc1	6	0.4	-17	-2	19	-9	18	22*	-19
O=C(NCCS(=O)(=O)N1CCCCC1)c1ccc2c(c1)OCO2	0	0.0	2	1	-4	0	-11	-0.3	-2
Cc1nc(N(C)C2CCCCC2)c2nnn(Cc3ccc(F)cc3)c2n1	6	0.5	nt	-3	-12	-4	12	nt	nt
Cc1nnc(SCC(=O)Nc2cccc(S(N)(=O)=O)c2)n1-c1ccccc1	0	-0.1	-8	-3	-15	-13	-1	0.0	-3
CCOC(=O)C(CCC(=O)O)(CCC(C)C)c1csc(N)n1 (centres undefined)	3	0.7	1	-3	6	-7	13	-0.4	-7
O=C1c2ccccc2C(Nc2ccc(F)c(Cl)c2)N1c1ccccn1 (centres undefined)	1	-0.4	-1	-4	17	-5	4	-1.2	-9
CCN(CC(=O)Nc1ccc(Br)cc1F)CC(=O)NC1CCS(=O)(=O)C1 (centres undefined)	0	1.1	0	-7	-21	-21	10	0.9	-13
Cc1cc(Cl)ccc1C(=O)C1CCCN(C(=O)c2ccoc2)C1 (centres undefined)	1	0.8	-12	-3	-17	-9	0	-0.9	-6
